EBV gp42 inh = Epstein-Barr virus gp42 inhibitors, primary screen, biochemical, uHTS, fluorescence polarization. inhibition, % (tested at 21.74 µM). Fluorescence polarization binding assay, mP read-out. 220,000 tested, 0.42% active. Glycoprotein 42 (Epstein-Barr virus (strain AG876)), Q1HVG2; in the data active means inhibition above about 50%
Rad51 HR inh = human RAD51 strand exchange inhibitors, primary screen, biochemical, fluorescence | hRad51 DNA strand exchange, fluorescence dequenching | inhibition, % at 10 µM | DNA repair protein RAD51 homolog 1 (Homo sapiens), Q06609 | 200,000 tested, 0.085% active;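 active means inhibition above 40% at the single screening dose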;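 further: 0% = DMSO control wells and 100% = blanks with heterologous ssDNA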
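Test system – preformed human Rad51 ssDNA filaments · Reagent – Donor/quencher-labelled 47-bp dsDNA substrate · Incubation – 37 °C 15-min filament assembly, 30-min compound preincubation, 15-min exchange · Signal – FRET fluorescence dequenching, excitation 485 nm, emission 520 nm · Read-out – percent inhibition from fluorescence, normalised to plate control and blank means · Benchmarks – plate control and blank wells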
zVAD death inh = inhibitors of zVAD-triggered necroptosis, primary screen, L929 cells; AID 1377, 2008; 220,000 tested, 0.38% active; L929 zVAD necroptosis rescue, ATP luminescence, 24 h; with zVAD 60 µM; viability rescue, % at 10 µM;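 active means activation, scaled between plate controls, above about 75%, limit read from the data; inactive means activation under that limit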;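 further: 0% = zVAD with DMSO and 100% = DMSO alone without zVAD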
Mdm2 ligase inh = MDM2-luciferase reporter signal enhancers, primary screen, MDM2 E3 ligase inhibitor project, cell-based, luminescence, 1536-well; E3 ubiquitin-protein ligase Mdm2 (Homo sapiens), Q00987; cell-based MDM2 ubiquitination luciferase reporter, 2 h; 0 = plate control, 100 = twice control, blank-subtracted; signal enhancement, % at 5 µM; 210,000 tested, 0.11% active; AID 1230, 2008;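 active means signal enhancement of 30% or more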;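 further: luminescence tracks abundance of the self-degrading MDM2-luciferase fusion protein; higher signal means inhibition of MDM2 E3 ligase activity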
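test system = mammalian cells stably expressing self-ubiquitinating, self-degrading MDM2 E3–luciferase fusion | quantity = 2000 cells/well | incubation = cell settling 4 h, compound treatment 2 h, both 37 °C | signal = luminescence with SteadyLite reagent, 15 min at room temperature | evaluation = % enhancement relative to plate controls after blank subtraction | benchmarks = plate controls and plate blanks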
Calpain2 inh = inhibitors of pig calpain II, primary screen, biochemical, fluorogenic peptide substrate, 1536-well. purified calpain II, 30 min. inhibition, % at 16 µM. 220,000 tested, 0.37% active. AID 1236, 2008;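 active means inhibition above about 50%, limit read from the data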
TNF necrop inh = inhibitors of TNF-alpha triggered necroptosis, primary screen, cell-based, Jurkat FADD-/-, single concentration; Jurkat FADD-/- TNF necroptosis rescue, ATP luminescence, 24 h; 0 = TNF only, 100 = no-TNF cells; activation (protection from cell death), % at 10 µM; 220,000 tested, 0.068% active;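 active means activation, meaning protection from cell death, of at least 50% relative to plate controls; inactive means activation below 50%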;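 further: necroptosis triggered by 40 ng/mL TNF-alpha added together with compound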
KCC2 mod = KCC2 cotransporter modulators, thallium flux, primary screen, cell-based, HEK293 KCC2, FluoZin-2 fluorescence, MLSMR; Solute carrier family 12 member 5 (Homo sapiens), Q9H2X9; KCC2 cells, thallium flux FluoZin-2 fluorescence; B-score of Tl+ flux slope (higher = more flux/activation; lower = inhibition) at 10 µM; 190,000 tested, 2.2% active; AID 1456, 2008;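 active means thallium flux slope and its plate-corrected score both differing from the plate sample mean at a set confidence after two filtering rounds, in either direction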;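 further: slope of fluorescence scaled to starting intensity during 10 to 20 s after thallium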
PERK inh = block of dimerizer-induced PERK translation repression, primary screen, PERK inhibitor project, CHO PERK-DD cells, SEAP luminescence, HTS; Eukaryotic translation initiation factor 2-alpha kinase 3 (Homo sapiens), Q9NZJ5; CHO PERK-DD fusion, SEAP luminescence translation reporter; inhibition, % at 5.6 µM; 220,000 tested, 0.17% active; AID 1416, 2008;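 active means inhibition above the mean inhibition of all tested compounds plus 3 SD, set separately per screening campaign, cut at about 2.9% in these data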;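 further: PERK kinase domain activated by AP20187 dimerizer at 100 nM; 0% = DMSO with dimerizer and 100% = rapamycin at 8.4 µM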
eIF4E-4G inh = eIF4E–eIF4G protein interaction inhibitors, primary screen, biochemical, uHTS, TR-FRET, eIF4GI fragment | TR-FRET eIF4E-eIF4GI(517-606) binding, 2 h | 220,000 tested, 0.37% active | AID 782, 2007 | inhibition, % at 21.7 µM;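 active means inhibition above about 30%, limit read from the data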;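 further: 0% = full FRET control wells and 100% = background wells lacking eIF4GI fragment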
An asterisk follows results filed as active; . = no result given; [ ] = another dose, or the depositor's remark.

SMILES	EBV gp42 inh	Rad51 HR inh	zVAD death inh	Mdm2 ligase inh	Calpain2 inh	TNF necrop inh	KCC2 mod	PERK inh	eIF4E-4G inh
O=[N+]([O-])c1ccc(OCc2cccc(COc3ccc([N+](=O)[O-])cc3)n2)cc1	-16	-5	1.5	-12	-6	0.8	-0.026	0.5	2
Cc1c(Cl)cc(-n2cnnn2)cc1[N+](=O)[O-]	-10	-4	-0.4	-16	-8	1.6	-0.2	0.0	2
CC(C)(C)OC(=O)NCCc1nnc(SCc2ccc(Cl)cc2Cl)o1	0	-3	0.1	-16	2	-1.0	-0.0044	-0.9	4
C(=N\Nc1nc2ccccc2s1)/c1ccco1	4	15	94*	-1	1	17	-0.058	0.1	5[fluorescence artefact?]
CC(C)(C)OC(=O)N1CCN(c2ccc([N+](=O)[O-])cc2)CC1	-5	-1	-0.4	-9	5	-0.4	.	-0.2	0
Cc1cccc(OCCCC(=O)O)c1	-29	1	-0.5	5	-13	-0.7	.	0.9	5[fluorescence artefact?]
N#Cc1cccc(NC(=O)CSc2ccc3c4c(cccc24)C(=O)c2ccccc2-3)c1	107*	-166	-0.8	-10	-51	-0.3	-0.31	0.3	4
O=S(=O)(c1cccc(F)c1)N1CCc2sccc2C1c1ccc(OC(F)(F)F)cc1 (centres undefined)	-2	5	0.6	-15	7	4.0	-0.68	1.4	5
O=C(Cn1nc(-c2ccc(Cl)cc2)ccc1=O)NCc1ccc2c(c1)OCO2	1	.	0.8	-2	8	0.6	-1.4	2.1	-3
O=C(CSc1nccc(-c2cccs2)n1)Nc1cccc(Cl)c1Cl	1	-8	0.6	-2	13	2.2	-0.071	-0.1	-5
O=C(NCc1cccs1)C1CCN(c2ccc(S(=O)(=O)N3CCOCC3)cc2Cl)CC1	-1	6	-0.5	-8	34	-10	.	-0.5	-8
COc1ccc(N(C(C)C(=O)Nc2ccc(S(=O)(=O)N3CCOCC3)cc2)S(C)(=O)=O)cc1 (centres undefined)	-17	0	0.2	-1	-31	-0.2	-0.2	0.2	-5
CCSc1ccc2nnc(-c3cccc(F)c3)n2n1	-38	-8	0.1	.	-87	-2.2	-2.6	0.3	56*
Cn1c(=O)cc(SCC(=O)Nc2ccc3c(c2)OCO3)c2ccccc21	0	4	-0.2	0	-24	-0.3	-1.1	0.2	1
COC(=O)c1ccc(NC(=S)NCCc2ccccc2C)cc1	4	.	0.5	8	10	2.3	-1.3	-0.6	-2
Cc1c(Cl)c([N+](=O)[O-])nn1CCCC(=O)Nc1cccc(O)c1	1	-10	-0.9	-11	32	3.4	0.34	-0.6	1
O=C(CSc1ncnc2c1oc1ccccc12)Nc1ccccc1F	-15	3	0.2	-3	27	0.0	1.7	0.4	9[fluorescence artefact?]
CC(C)c1nnc(NC(=O)C2CCCN2C(=O)Nc2ccccc2[N+](=O)[O-])s1 (centres undefined)	-1	1	2.4	-7	-3	1.4	0.068	0.2	-6
O=C(Cn1nc(Cc2cccnc2)c2ccccc2c1=O)NCc1ccc2c(c1)OCO2	-24	3	0.3	-12	13	0.7	.	-0.8	3[fluorescence artefact?]
CCC(=O)N1CCN(c2ccc(NC(=O)c3ccccc3)cc2)CC1	-14	27	43	1	-8	1.4	0.65	0.7	4
Cc1c(O)c(CN2CCCCC2)cc2c1oc(=O)c1ccccc12	-5	-1	2.7	-16	13	1.0	-0.3	-0.5	-12[fluorescence artefact?]
C=CCN1C(=NC(=O)CCC(=O)O)SC2CS(=O)(=O)CC21 (centres undefined)	-12	-4	0.1	-21	0	-1.3	.	2.2	-3
CCCC(=O)N/C(N)=N/c1nc2ccccc2o1	-9	3	0.0	-26	5	3.5	-1.2	0.5	3
COCCN1CCN(Cc2cn[nH]c2-c2cc3ccccc3o2)CC1	-10	11	-0.3	-10	-21	1.2	.	0.2	-1
C=CCN(c1ccc(OC)cc1)S(=O)(=O)c1ccc(Cl)c(C(=O)OCC(=O)NC2CC2)c1	4	22	-0.4	-3	-11	-0.1	-3.8*	0.1	1
The listing continues.
SMILES	EBV gp42 inh	Rad51 HR inh	zVAD death inh	Mdm2 ligase inh	Calpain2 inh	TNF necrop inh	KCC2 mod	PERK inh	eIF4E-4G inh
COc1ccc(OC)c(/C=C2/Sc3ccccc3C2=O)c1	-3	-257	0.2	-14	30	-2.0	1.5	-0.2	3
CCN(CC)S(=O)(=O)c1ccc(NC(=O)CCC2CCCCC2)cc1	-30	.	2.1	.	30	5.5	0.32	-0.4	-1
COc1cccc(NC(=O)CNC(=O)c2ccc(C)cc2)c1	-5	3	3.0	-6	-7	0.2	-0.034	0.5	4
O=C(Nc1cccc(S(=O)(=O)Nc2ccc(Cl)cc2)c1)c1ccc(Cl)nc1	-6	6	2.7	-18	33	-3.4	-0.4	-0.3	-4[fluorescence artefact?]
CCOC(=O)C1CCN(C(=O)Nc2ccc(OCc3ccccc3)cc2)CC1	-20	-21	1.0	-5	6	2.4	-0.95	-0.4	2
COC(=O)C1=C2SC(C)C(=O)N2C(N)=C(C#N)C1c1ccc(OC)c(OC)c1 (centres undefined)	-6	0	-0.5	-18	-35	0.1	0.052	1.5	16
COc1cc(-c2cc(-c3nnco3)c3ccccc3n2)cc(OC)c1OC	4	-1	1.7	-4	8	-2.2	-0.5	-0.9	0
O=S(=O)(NCc1ccccc1Cl)c1cnc[nH]1	-7	4	-1.2	-10	23	0.6	0.84	0.4	-1
CCOc1ccc(/C=N/Nc2nc(N3CCCC3)nc(N3CCCC3)n2)cc1OC	-20	-8	0.5	-22	-7	-0.5	-0.24	-0.8	-2
CCOC(=O)Nc1cccc(NC(=O)c2ccccc2F)c1	-4	-4	0.6	-9	26	1.6	0.63	0.5	-7
Cc1nc2scc(-c3ccc(Cl)cc3)c2c(=O)o1	0	-1	-0.4	15	-14	-5.7	.	-0.7	-2
CCOc1ccc(OCCCCn2ccnc2)cc1	-13	.	-0.1	-3	-7	1.9	0.023	0.6	-3
O=C(CSc1cccc(C(F)(F)F)c1)NCc1ccccc1	-15	8	0.5	0	26	1.6	0.53	1.6	1
CCOc1ccccc1-n1c(SCC(N)=O)nnc1-c1ccccc1	-6	-3	-0.3	-20	-23	0.3	0.025	1.2	9
O=C(Nc1ccc(C(=O)N2CCOCC2)cc1)c1cccs1	15	-9	0.5	-13	-35	-2.4	-0.38	0.1	0
CCOC(=O)c1nc(N)c(=O)n(-c2ccc(C)cc2)n1	-16	-8	.	3	-20	1.8	-0.18	0.3	-1[fluorescence artefact?]
CCOC(=O)N1CCC(NC(=O)C2CCN(c3nc(-c4ccc(OC)cc4)no3)CC2)CC1	-17	.	0.5	-13	12	-6.4	.	-1.0	-1
Cc1cccc(NC(=O)C2CCCN(C(=O)NC3CCCCC3)C2)c1C (centres undefined)	-3	2	0.1	-4	-13	0.4	0.087	-1.3	-2
Cc1nc2sc(C(c3ccccc3)N3CCC(O)CC3)c(O)n2n1 (centres undefined)	-10	2	-0.1	-11	-15	-0.7	0.016	-0.4	2[fluorescence artefact?]
Cc1cc(C)n(CC(=O)c2ccc(Cl)cc2)n1	-11	-10	-0.7	-12	16	0.5	-1.1	0.3	0
CCOc1ccc(CCN2CN(C3CCCCC3)CNC2=S)cc1OCC	-5	.	-1.1	-3	-15	1.0	-0.08	0.3	-4
Cc1ccc(NC(=O)Cn2nc(C)cc2C)cc1	1	2	-0.2	-16	-22	1.3	1.1	-0.1	-10[fluorescence artefact?]
Nc1nc(CSC(=S)N2CCOCC2)nc(Nc2ccc(F)cc2)n1	-8	-11	1.6	-10	10	-2.7	0.68	0.2	-1
CCNc1nc(NC(C)C)nc(N(C#N)Cc2ccccc2)n1	-34	23	-0.3	7	10	-6.3	-2.3	-1.1	-5[fluorescence artefact?]
O=C1c2ccccc2NC(c2ccco2)N1NS(=O)(=O)c1ccccc1 (centres undefined)	-6	8	-0.9	-2	-299	-6.1	0.055	0.7	2

In the list so far, 3 have a cyano group.
SMILES	EBV gp42 inh	Rad51 HR inh	zVAD death inh	Mdm2 ligase inh	Calpain2 inh	TNF necrop inh	KCC2 mod	PERK inh	eIF4E-4G inh
N#Cc1cccc(NC(=O)CSc2ccc3c4c(cccc24)C(=O)c2ccccc2-3)c1	107*	-166	-0.8	-10	-51	-0.3	-0.31	0.3	4
COC(=O)C1=C2SC(C)C(=O)N2C(N)=C(C#N)C1c1ccc(OC)c(OC)c1 (centres undefined)	-6	0	-0.5	-18	-35	0.1	0.052	1.5	16
CCNc1nc(NC(C)C)nc(N(C#N)Cc2ccccc2)n1	-34	23	-0.3	7	10	-6.3	-2.3	-1.1	-5[fluorescence artefact?]

More compounds
SMILES	EBV gp42 inh	Rad51 HR inh	zVAD death inh	Mdm2 ligase inh	Calpain2 inh	TNF necrop inh	KCC2 mod	PERK inh	eIF4E-4G inh
O=C(O)c1cc(N/N=C/C=C/c2ccccc2[N+](=O)[O-])ccc1Cl	-9	9	-0.1	-10	31	-1.9	-0.17	0.0	3
O=C(c1ccc(F)cc1)C1CCN(C(=O)NC2CCCCC2)CC1	-1	3	0.0	-7	-14	0.0	-1.3	-0.7	2
COCCNC(=O)CCCn1c(=O)c2cc(OC)c(OC)cc2n(CC(=O)Nc2ccccc2OC)c1=O	-8	-13	0.8	-1	-20	1.5	1.1	1.3	0
Cc1nn(C)c(C)c1Nc1ccc(N2C(=O)C3C4C=CC(C4)C3C2=O)cc1[N+](=O)[O-] (centres undefined)	-10	.	0.2	.	27	-0.8	0.45	0.7	0
O=C(O)c1ccc(Oc2ccc(C(F)(F)F)cn2)cc1	-10	9	0.3	-21	17	-0.7	-0.44	0.1	0
NC(Cc1ccccc1)C(O)(c1ccccc1)c1ccccc1 (centres undefined)	-4	-3	0.3	-3	-21	3.8	-0.015	-0.3	-3
Cc1nc(Nc2nc3ccccc3o2)nc2c1CCC2	-15	3	0.2	-73	14	-7.1	.	-1.1	-1
COc1cc(/C=C2/CCC/C(=C\c3cc(O)c(OC)c(Cl)c3)C2=O)cc(Cl)c1O	-1	-17	11	2	-58	-20	0.18	0.3	4[fluorescence artefact?]
O=C(NNc1ccc(Cl)cc1)c1c(F)cccc1Cl	-5	1	1.0	-2	-15	18	0.44	0.3	4
CC1(C)C2CCC(C2)C1(C)NC(=O)CNC1CCCCC1 (centres undefined)	-15	5	0.3	17	12	1.3	1.3	0.1	1
CCN1CCN(c2ncc(C(=O)Nc3cc(Cl)ccc3OC)c3ccccc23)CC1	-7	.	1.2	7	-59	-0.3	-0.22	-1.1	-9

Screens: PubChem BioAssay, several laboratories
